Source: PubChem (National Center for Advancing Translational Sciences (NCATS))
ELG1 genotox: inducers of genotoxicity in HEK293T ELG1-luciferase cells; HEK293T ELG1-luciferase reporter, luminescence, 16 h; Potency, µM (top dose mostly 46 µM), for inactives: top-dose activity change, positive = activation, actives largely listed as activators; 330,000 tested, 1.3% active; AID 504466; further: potency means the concentration at half of the fitted maximal effect; % of control where 0% means no effect; nearly all actives have a fitted effect of over 60% in size
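Screening used a luciferase reporter fused to human ELG1 in HEK293T cells. Luminescence was read on a CCD plate imager after 16 hr exposure and 30 min ONE-Glo incubation.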
NPC1 prom act: activators of NPC1 promoter. Huh7 NPC1 promoter luciferase reporter, 24 h. Potency, µM (series often up to 9.22 µM), for inactives: top-dose activation, most hits filed as activators. 320,000 tested, 2.4% active. AID 485313;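 further: potency means the concentration at half of the fitted maximal effect; % of control where 0% means no effect; nearly all actives have a fitted effect of over 60% in size; reporter is driven by a mutant NPC1 promoter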
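Compounds in DMSO were transferred onto Huh7 NPC1-luciferase reporter cells pre-incubated 2 h; after 24 h at 37 °C, Amplite reagent was dispensed and luminescence recorded 10 min later.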
VP16 counter: inhibits Gal4-VP16 luciferase reporter, ROR gamma counter-screen | Drosophila S2 Gal4-VP16 UAS-luciferase, luminescence, 20 h | Potency, µM (series often up to 53.6 µM), without a hit: at the top dose activity, negative = inhibition, hits mostly inhibitors | 310,000 tested, 3.5% active | AID 2546;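 further: Gal4-VP16 expression switched on by copper sulfate through the metallothionein promoter; potency means the concentration at half of the fitted maximal effect; on the % scale 0 is the no-effect control and ±100 the full control effect; nearly all actives have a fitted effect of over 50% in size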
Menin-MLL TR inh: menin-MLL binding inhibition, Texas Red mutant peptide. Menin + Texas Red MLL mutant peptide, fluorescence polarization. O00255. 270,000 tested, 0.23% active. Potency, µM (top dose mostly 61.6 µM), for inactives: at the top dose FP activity change, negative = inhibition, hits mostly inhibitors; active means well fitted inhibition curve with a large enough effect in the polarisation, with a control signal flat, not every such curve was filed as active; inconclusive means small, poorly fitted or top-dose-only effect, or effect the other way, or a change in a side signal; inactive means no such curve, though single readings can be large or run the other way; the % refers to the polarisation; further: potency means the concentration at half of the fitted maximal effect; % of control where 0% means no effect; many of its hits are not listed in these tables
FLuc modulator: counter-screen for miR-21 project: firefly luciferase inhibitors or activators; P08659; purified FLuc, Km substrates, luminescence inhibition; Potency, µM (highest dose often 57.5 µM), for the others: top-dose activity change, negative = inhibition, actives largely listed as inhibitors; 360,000 tested, 6.9% active;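 further: potency means the concentration at half of the fitted maximal effect; plate controls were vehicle for no effect and reference inhibitor for full effect; nearly all actives have a fitted effect of over 55% in size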
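Purified P. pyralis luciferase (10nM final) with 10uM D-luciferin and 10uM ATP (Km levels) in 50mM Tris acetate pH 7.5, 10mM Mg acetate, 0.01% Tween-20, 0.05% BSA; qHTS 6-point titration, ~60 µM downward; luminescence read.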
PKM2 act: activators of human pyruvate kinase M2. P14618. purified PKM2, Kinase-Glo ATP luminescence, activation; response scale: 0% is enzyme alone, no compound. Potency, µM (titrated, usually from 57.5 µM), without a hit: at the top dose activation, hits mostly activators. 260,000 tested, 0.34% active; further: potency means the concentration at half of the fitted maximal effect; on the % scale 0 is the no-effect control and ±100 the full control effect; nearly all actives have a fitted effect of over 55% in size
Target sequence (P14618 whole entry, looked up): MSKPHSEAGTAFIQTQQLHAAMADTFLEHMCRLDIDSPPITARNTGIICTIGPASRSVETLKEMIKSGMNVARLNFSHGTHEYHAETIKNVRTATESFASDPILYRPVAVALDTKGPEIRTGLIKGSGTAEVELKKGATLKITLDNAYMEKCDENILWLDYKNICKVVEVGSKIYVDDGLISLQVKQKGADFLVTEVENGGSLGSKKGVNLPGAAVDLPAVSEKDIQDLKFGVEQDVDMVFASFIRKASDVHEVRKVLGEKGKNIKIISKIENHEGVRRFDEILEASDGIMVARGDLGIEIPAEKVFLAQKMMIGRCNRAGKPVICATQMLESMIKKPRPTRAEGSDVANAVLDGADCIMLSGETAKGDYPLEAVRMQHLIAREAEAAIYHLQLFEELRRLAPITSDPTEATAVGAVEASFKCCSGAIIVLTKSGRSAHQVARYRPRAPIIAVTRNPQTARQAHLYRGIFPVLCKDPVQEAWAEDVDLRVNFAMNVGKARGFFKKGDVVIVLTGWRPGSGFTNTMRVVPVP
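ATP formation by purified human PK-M2, quantified via coupled luciferase luminescence after 1 h at room temperature with 0.1 mM ADP and 0.5 mM PEP final.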
BRCA1 expr up: increases BRCA1 expression | 380,000 tested, 1.1% active | Potency, µM (doses to about 46.1 µM), for inactives: at the highest dose activation, actives largely listed as activators | MCF7-BRCA1-FFLuc reporter, luminescence, 48 h; response scale: scaled: vehicle 0%, 10 µM genistein 100%; further: potency means the concentration at half of the fitted maximal effect; nearly all actives have a fitted effect of over 80% in size; some results filed as inactive show a strong effect at the top dose
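MCF7-BRCA1-FFLuc, 2000 cells/well; 2 h attach, 37 °C/5% CO2; compound 48 h; luciferase substrate 15 min; luminescence end-point. Norm. to genistein 10 microM max activation and DMSO; concentration-response curves fitted.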
p53 reactivation: restores transcriptional activity of mutant p53; AID 504706; Potency, µM (highest dose often 92.2 µM), inactives show top-dose activity change, positive = activation, usual class: activators; 320,000 tested, 0.063% active; H1299 p53-A138V BP100-luciferase reporter, luminescence, 24 h; further: potency means the concentration at half of the fitted maximal effect; % of control where 0% means no effect; nearly all actives have a fitted effect of over 45% in size
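H1299 (p53-null), stable ts p53-A138V + BP100-Luc; 1000 cells/well, Opti-MEM/10% FBS; cpd 4 pt, 1:5; 24 h, 37 deg C, 5% CO2; detection reagent 10 min RT; luminescence.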
RORgamma inh: blocks mouse ROR gamma transcriptional activity; P51450; Drosophila S2 Gal4-RORgamma UAS-luciferase reporter, 20 h; Potency, µM (highest dose often 53.6 µM), inactives show at the top dose activity change, negative = inhibition, most hits filed as inhibitors; 310,000 tested, 5.4% active; further: potency means the concentration at half of the fitted maximal effect; on the % scale 0 is the no-effect control and ±100 the full control effect; nearly all actives have a fitted effect of over 60% in size
Target sequence (P51450 whole entry, looked up, the tested form may be a part): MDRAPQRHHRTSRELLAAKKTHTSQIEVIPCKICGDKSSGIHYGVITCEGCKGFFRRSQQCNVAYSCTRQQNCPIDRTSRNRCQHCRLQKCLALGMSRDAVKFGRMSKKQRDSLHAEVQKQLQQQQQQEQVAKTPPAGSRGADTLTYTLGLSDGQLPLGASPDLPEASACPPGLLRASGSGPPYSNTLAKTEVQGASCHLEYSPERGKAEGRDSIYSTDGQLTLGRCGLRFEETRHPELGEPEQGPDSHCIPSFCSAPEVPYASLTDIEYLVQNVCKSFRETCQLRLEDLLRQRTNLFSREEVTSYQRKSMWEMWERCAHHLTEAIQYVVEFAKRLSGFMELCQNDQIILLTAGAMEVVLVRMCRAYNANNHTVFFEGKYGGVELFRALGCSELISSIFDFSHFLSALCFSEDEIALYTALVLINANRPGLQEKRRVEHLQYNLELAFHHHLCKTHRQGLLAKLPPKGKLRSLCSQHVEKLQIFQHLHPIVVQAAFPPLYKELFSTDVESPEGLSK
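Read-out: Photinus luciferase luminescence; inhibitors lower reporter signal. Insect Schneider cells with Gal4-ROR gamma fusion under metallothionein promoter, UAS reporter; 700 uM final copper sulfate induction, 20 hr, ambient temperature.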
Rab9 promoter act: activates the Rab9 promoter; Huh7 Rab9 promoter-luciferase reporter, luminescence, 24 h; Potency, µM (titrated, usually from 9.22 µM), without a hit: at the top dose activation, negative = inhibition, hits mostly activators; 320,000 tested, 2.8% active; further: potency means the concentration at half of the fitted maximal effect; % of control where 0% means no effect; nearly all actives have a fitted effect of over 60% in size
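Quantitative HTS format; Huh7 Rab9-luciferase reporter cells (1500/well) receive compound 2 h post-plating, incubate 24 h at 37 °C, then get luciferase reagent for 10 min before luminescence reading.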
Giardia kill: kills Giardia lamblia | Giardia lamblia trophozoite viability | activity change, % at 7.66 µM, hits read low | 340,000 tested, 0.15% active; in the data active means activity change below about -80%; inconclusive means between about -30% and that limit;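 further: parasites exposed to compound for two days anaerobically before the ATP read; on the % scale 0 is the no-effect control and ±100 the full control effect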
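ATP-content bioluminescence gauges trophozoite survival. Cells (100/well) receive compound and incubate anaerobically for 48 hrs at 37 deg C; detection reagent follows for 15-30 min at room temperature.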
* = called active by the depositor; ? = inconclusive; · = not tested or not shown; & = joins results of further samples; [ ] = another dose, or the depositor's remark. Unless noted, the call rests on the fitted dose curve; in most records, active means well fitted curve in the direction sought with a large enough effect; inconclusive means small, poorly fitted or top-dose-only effect, or another doubt; inactive means no such curve, though single readings can be large; an effect the other way counts as inactive or inconclusive.

SMILES	ELG1 genotox	NPC1 prom act	VP16 counter	Menin-MLL TR inh	FLuc modulator	PKM2 act	BRCA1 expr up	p53 reactivation	RORgamma inh	Rab9 promoter act	Giardia kill
CCCOc1c(Cl)cc(C(=O)NC)cc1OC	6%	-3%	-4%[10 µM]	-10%	0%	3%	-13%	-3%	1%	-4%	-7
CCOc1ccc(C(=O)NCC(=O)OCC(=O)N2C(C)CCCC2C)cc1 (centres undefined)	0%	-2%	-1%	-2%	-3%	-2%	-12%	0%	3%	-4%	-15
O=C(CC1(O)C(=O)N(Cc2ccccc2Cl)c2ccccc21)c1ccco1 (centres undefined)	-3%	-2%	3%	-6%	1%	7%	-32%	2%	17%	1%	22
CN(C(=O)CSc1nnc(C2CC2)n1C)C1CCCc2ccccc21 (centres undefined)	-1%	-1%	·	·	2%	·	1%	-2%	·	-6%	6
CC1CN(c2ccccc2)C(=O)CS1 (centres undefined)	-1%	0%	-10%	-10%	0%	-6%	1%	0%	18%	-4%	-25
O=C(O)c1ccccc1S(=O)(=O)CC(=O)N1CCCCC1	4%	2%	-1%	-5%	-22%	·	-1%	4%	-1%	-2%	20
O=S1(=O)NC(CC2=CCCCC2)C2CCCCC2O1 (centres undefined)	-4%	-1%	2%	-18%	7%	0%	9%	11%	23%	-4%	2
COc1ccc(/C=C2\SC(=O)N(CCC(=O)N(C)C3CCS(=O)(=O)C3)C2=O)cc1 (centres undefined)	17%	28%	-8%	·	11µM*	·	1%	3%	?	26%	-23
O=C(/C=C/c1ccco1)Oc1cc(Br)cc(/C=N/NC(=O)c2ccccc2O)c1	12%	-6%	2.8µM*	?	?	2%	-89%	?	3.2µM*	-38%[inhibitor]	8
CCOC(=O)c1c(NC(=O)C2CC(Cl)=CCC2C(=O)O)sc2c1CCCCC2 (centres undefined)	0%	0%	-15%	·	5%	-1%	5%	-5%	43%	-5%	-1
COc1ccccc1OC(=O)c1ccc(SC)cc1OC	20%	-3%	·	-17%	?	0%	-38%	9%	-42%[0.365 µM]	0%	-3
COc1cc(CNCCNC(=O)c2nonc2N)ccc1OCc1ccc(Cl)cc1	4%	-3%	?	-1%	-1%	2%	-8%	-1%	?	-8%	2
CC1CCN(S(=O)(=O)c2cc(C(=O)Nc3ccccn3)ccc2Br)CC1	-7%	-9%	·	·	2%	·	-16%	1%	·	-2%	14
Cc1cc(-c2nnc(CCC(=O)N(C)CCc3ccccc3)o2)no1	?	-3%	21%	·	?	1%	19%	6%	5%	9%	-29
CCN(C(=O)COC(=O)c1cc(S(=O)(=O)N2CCOCC2)c(Cl)cc1Cl)C1CCS(=O)(=O)C1 (centres undefined)	-1%	-4%	-17%	19%	-1%	0%	3%	-1%	14%	2%	-2
CNS(=O)(=O)c1cccc(C(=O)NCC(C)(C)N2CCCCC2)c1	-2%	-1%	0%	25%	1%	·	-14%	5%	-1%	3%	-25
COc1ccc(C(CNC(=O)c2cccc3cccnc23)N(C)C)cc1 (centres undefined)	2%	-3%	-15%	-12%	1%	0%	-15%	7%	-6%	-10%	-6
CCOc1ccc(CNC(=O)CN2C(=O)CSc3ccc(S(=O)(=O)N4CCOCC4)cc32)cc1OC	2%	-2%	1%	?	-2%&5%	2%	16%	2%	-7%	-1%	10
CCCCn1c(N)c(N(CC)C(=O)CCc2ccccc2)c(=O)[nH]c1=O	1%	-4%	6%	12%	-1%	-6%	-1%	0%	16%[10 µM]	-5%	-12
N/C(=N\OC(=O)CN1C(=O)c2ccccc2C1=O)c1ccc(Br)cc1	3%	0%	-8%	-11%	?	3%	7%	1%	8%	-4%	0
CC1CN(C(=S)SCCN2C(=O)CCC2=O)CC(C)O1 (centres undefined)	1%	0%	-1%	29%	-1%	2%	2%	-1%	-3%	-6%	18
COc1cc(OC)cc(C(=O)NCCOc2ccccc2)c1	12µM*	1.6µM*	10%	1%	?	-6%	?	17%	?	1µM*	11
COc1ccccc1NC(=S)N1CCCc2ccccc21	-1%	2%	-10%	-6%	-12%	-16%	-8%	?	2.8µM*	25%	-11
CCn1ncc(/C=C/C(=O)Nc2c(C)nn(CC)c2C)c1C	-1%	-3%	-1%	5%	0%	-2%	1%	-3%	2%	-4%	15
Cc1cc(Nc2ccc(O)cc2)ccc1N	0%	1%	-3%	·	?	·	0%	-7%	-28%	3%	-9
FC(F)(F)c1ccccc1NC(=S)Nn1cnnc1	1%	-3%	-13%	·	2%	-18%	-1%	6%	-31%	-2%	9
O=C(Nc1ccc(NC(=O)c2cc3ccccc3o2)cc1)c1ccco1	6%	13%	-4%	?	-15%	·	78%	8%	22%	20%	-24
COc1ccccc1C(=O)NCCn1ccc2ccccc21	3%	11%	1%	10%	-17%	2%	42%	-1%	19%	17%	0
COc1ccccc1C(=O)NC(=S)Nc1cccnc1Cl	0.82µM*	1.1µM*	?	?	2.4µM*	-8%	-55%	12%	10µM*	1µM*	3
C[C@H](NC(=O)c1nc[nH]c1C(=O)NCc1ccccc1)c1ccccc1	0%	-4%	·	·	1%	·	-2%	-3%	·	4%	26
CCOC(=O)NNC(=O)C12CC3CC(CC(C3)C1)C2	3%	5%	-5%	0%	-1%	2%	12%	-3%	-10%	-5%	-1
CCC(C)[C@H](NC(=O)N1CCN(c2cccc(C(F)(F)F)c2)CC1)C(=O)OC (some centres undefined)	-7%	0%	7%	-1%	-18%	3%	-5%	-3%	14%	0%	0
Nc1nc(CCl)nc(Nc2ccccc2)n1	-11%	-36%[inhibitor]	-29%	9%	?	-4%	16%	-13%	-20%	-48%[inhibitor]	23
O=C(/C=C/c1ccc([N+](=O)[O-])cc1)NCCSc1ccccc1	-1%	0%	?	?	-15%	-2%	-4%	-7%	45%	-2%	-1
O=C(c1cc(-c2cccs2)nc2ccccc12)N1CCN(c2ccccc2)CC1	-13%	-9%	-4%	-14%	11µM*	-1%	-16%	-3%	24%	-1%	4
O=C1c2ccccc2NC(c2ccccc2)N1c1ccc(O)cc1 (centres undefined)	-1%	2%	0%	1%	4%	-2%	24%	-6%	10%	-4%	1
CC(=O)CSc1nnc(-c2cnccn2)n1-c1ccccc1	-1%	-2%	6%	3%	0%	-3%	-6%	2%	-25%	-7%	8
O=C(Nc1ccc2c(c1)CCC2)c1cccc(F)c1	8.2µM*	3.2µM*	-27%	16%	5.4µM*	12%	?	?	24%	1.4µM*	?
S=c1[nH]nc(-c2ccccn2)n1/N=C/c1ccccc1	0%	1%	-3%	15%	-2%	6%	-6%	-6%	?	-4%	-17
COc1cccc(Nc2nc3ccccc3n3cnnc23)c1	-1%	7%	4%	2%[11.7 µM]	?	10%	17%	8%	31%	-9%	-1
O=C(NN1C(=O)c2ccccc2NC1c1ccc([N+](=O)[O-])o1)c1ccc([N+](=O)[O-])cc1 (centres undefined)	-1%	-14%	-12%	-2%	-7%	-4%	-19%	-3%	-3%	-1%	?
O=C(/C=C/c1ccc2c(c1)OCO2)N1CCN(c2n[nH]c(=O)[nH]c2=O)CC1	2%	-4%	5%	·	21µM*	-2%	1%	-3%	-4%	-2%	-1
CN1CCCN(C(=O)c2cccc3ccccc23)CC1	2%	-4%	-6%	11%	2%	0%	2%	·	7%	-3%	19
COc1cc2c(cc1OC)C1=C(C#N)CC/C(=N\S(=O)(=O)c3ccccc3)N1CC2	-2%	0%	-11%	-3%[11.7 µM]	2%	-14%	-26%	-10%	27%	-5%	-12
Cc1cccc(N2CCN(C(=O)CC(NC(=O)c3ccccc3)c3ccccc3)CC2C)c1 (centres undefined)	-3%	-7%	-3%	-12%	5%	4%	-23%	-1%	-6%[10 µM]	-8%	-15
Cc1cccc(OCCOC(=O)C2CCN(S(=O)(=O)c3cccs3)CC2)c1	2%	3%	3%	-6%	1%	?	-6%	3%	-11%	11%	22
O=C1CN(C(=O)c2ccccc2)C(c2ccccc2)c2cc(Cl)ccc2N1 (centres undefined)	-4%	0%	-21%	?	-1%	·	-26%	-7%	4%	11%	-26
C/C(=N\NC(=S)NC1CCCCC1)c1ccccc1	-2%	17%	?	-14%	-2%	-6%	34%	25µM*	?	?	2
CN(Cc1cn(-c2ccccc2)nc1-c1ccc(Cl)cc1)C(=O)CCC(=O)O	4%	7%	-1%	0%	11µM*	1%	0%	-2%	?	-11%	-9

This is a subset; rates above refer to the full screens.
